# HP1b chromo inh: HTS for Inhibitors of HP1-beta Chromodomain Interactions with Methylated Histone Tails. AlphaScreen HP1-beta / biotin-H3K9me3 peptide binding. Chromobox protein homolog 1 (Homo sapiens), P83916. hit rate 0.56% among 390,000. Potency, µM (series often up to 114 µM), inactives show top-dose activity change, negative = inhibition, actives largely listed as inhibitors. AID 540317, 2011; also: potency is read from the fitted curve at half-maximal effect; nearly all actives have a fitted effect of over 70% in size; inactives centre near 23
# Target sequence (P83916 whole entry, looked up): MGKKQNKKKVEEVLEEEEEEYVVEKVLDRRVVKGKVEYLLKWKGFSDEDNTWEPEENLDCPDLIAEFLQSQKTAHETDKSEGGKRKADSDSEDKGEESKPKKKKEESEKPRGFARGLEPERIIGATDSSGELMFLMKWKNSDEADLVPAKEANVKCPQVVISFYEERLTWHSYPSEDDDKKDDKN
#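 AlphaScreen: HP1-beta (50 nM) preformed 30 min with biotin-H3(1-18)K9me3 peptide (50 nM) in PBS pH 7.4, 0.01% Tween-20. Compound added for 30 min at RT, then streptavidin donor/nickel chelate acceptor beads (10 ug/mL) for 30 min.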
# GLS inh: qHTS for Inhibitors of Glutaminase (GLS) | AID 624170, 2012 | GLS enzymatic activity, qHTS titration | Glutaminase kidney isoform, mitochondrial (Homo sapiens), O94925 | Potency, µM (highest dose often 45.5 µM), for the others: at the highest dose activity change, negative = inhibition, hits mostly inhibitors | hit rate 0.21% among 410,000; also: potency is read from the fitted curve at half-maximal effect; % is scaled to controls: 0 for no effect and ±100 for the full control effect
#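 Coupled fluorescence readout: glutamate oxidase/HRP/Amplex Red detect glutamate formed by hKGA from L-glutamine (1 mM solution added). Buffer 45 mM KH2PO4 pH 8.2, 0.02% Tween-20; reads at t0 and 30 min RT.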
# JMJD2A Tudor: qHTS Assay for Inhibitors of JMJD2A-Tudor Domain | AlphaScreen JMJD2A-Tudor / H3K4me3 peptide binding | hit rate 4.4% among 390,000 | AID 504339, 2011 | Lysine-specific demethylase 4A (Homo sapiens), O75164 | Potency, µM (highest dose often 114 µM), for the others: at the top dose activity change, negative = inhibition, usual class: inhibitors; also: potency is read from the fitted curve at half-maximal effect; % is scaled to controls: 0 for no effect and ±100 for the full control effect; nearly all actives have a fitted effect of over 50% in size
# G9a block: qHTS Assay for Inhibitors of Histone Lysine Methyltransferase G9a. Histone-lysine N-methyltransferase EHMT2 (Homo sapiens), Q96KQ7. G9a H3K9 monomethylation, AlphaScreen, 2 h. Potency, µM (doses to about 102 µM), without a hit: at the top dose activity, negative = inhibition, hits mostly inhibitors. hit rate 8.8% among 350,000. AID 504332, 2011; also: potency is read from the fitted curve at half-maximal effect; % is scaled to controls: 0 for no effect and ±100 for the full control effect; nearly all actives have a fitted effect of over 75% in size
#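 AlphaScreen read-out: biotin-H3K9 peptide (500 nM) methylation by 20 nM enzyme with 20 uM SAM, 2 h at room temperature after 15 min compound preincubation; anti-monomethyl H3K9 antibody plus donor/acceptor beads, 10 min dark.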
# ERG Ets-DNA blk: qHTS for Small Molecule Inhibitors of the ERG Ets/DNA interaction. fluorescence polarization, His-ERG Ets domain / labelled DNA. Transcriptional regulator ERG (Homo sapiens), P11308. hit rate 0.028% among 370,000. Potency, µM (series often up to 76.9 µM), inactives show top-dose FP activity, negative = inhibition, most hits filed as inhibitors; active = well fitted inhibition curve with a large enough effect in the polarisation, with a control signal flat; inconclusive = small, poorly fitted or top-dose-only effect, or effect the other way, or a change in a side signal; inactive = no such curve, though single readings can be large or run the other way; the % refers to the polarisation;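 also: polarization taken with two DNA probes labelled with fluorescein and Texas red; potency is read from the fitted curve at half-maximal effect; % of control where 0% means no effect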
#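 His-tagged ERG Ets domain (1 uM in the protein solution; 300mM KCl, 50mM Tris-HCl, 1mM EDTA, 1mM DTT, pH 7.5) received compound, then a probe mix of 5 nM fluorescein-DNA and 100nM Texas-615-DNA. Fluorescence polarization was read for both dyes.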
# RGS4 inhibitor: Inhibitors of Regulator of G Protein Signaling (RGS) 4: qHTS; Potency, µM (series often up to 114 µM), for the others: at the top dose activity change, negative = inhibition, actives largely listed as inhibitors; Regulator of G-protein signaling 4 (Homo sapiens), P49798; hit rate 0.039% among 390,000; Transcreener GDP fluorescence polarization, RGS4-accelerated GTP hydrolysis; AID 504845, 2011; also: potency is read from the fitted curve at half-maximal effect; % is scaled to controls: 0 for no effect and ±100 for the full control effect; nearly all actives have a fitted effect of over 75% in size; some results filed as inactive show a strong effect at the top dose
# Target sequence (P49798 whole entry, looked up): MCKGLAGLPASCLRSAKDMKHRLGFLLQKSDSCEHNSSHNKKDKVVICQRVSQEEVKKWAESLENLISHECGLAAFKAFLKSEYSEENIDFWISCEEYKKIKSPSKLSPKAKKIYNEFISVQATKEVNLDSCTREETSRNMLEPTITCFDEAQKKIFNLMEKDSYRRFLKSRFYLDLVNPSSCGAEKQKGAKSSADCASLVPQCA
#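 MLSMR compounds (23 nl, pin-transferred) preincubated 10 min at room temperature with a 500nM (2x) first reagent, then RGS4 at 900nM (2x) plus Transcreener GDP mix added; fluorescence polarization (620/688 nm) read before and after 90 min at 30 °C.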
# BAZ2B block: qHTS Assay for Inhibitors of BAZ2B; AlphaScreen BAZ2B-H3K14Ac peptide displacement; hit rate 4.4% among 360,000; Potency, µM (doses to about 114 µM), for the others: at the highest dose activity change, negative = inhibition, most hits filed as inhibitors; also: potency is read from the fitted curve at half-maximal effect; % is scaled to controls: 0 for no effect and ±100 for the full control effect; nearly all actives have a fitted effect of over 60% in size
#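 BAZ2B (50 nM) with biotin-H3(5-23)K14Ac peptide (50 nM) in PBS pH 7.4, 0.01% Tween-20, preformed 30 min, then compound 30 min at room temperature; top concentration 110uM. AlphaScreen streptavidin donor/nickel chelate acceptor beads (10 ug/mL final), 20 min dark, signal read.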
# 12-LOX inh: Primary qHTS assay for inhibitors of human arachidonate 12S-lipoxygenase (ALOX12): Round 2; purified 12hLO, xylenol orange hydroperoxide absorbance; Potency, µM (doses to about 108 µM), inactives show at the highest dose activity change, negative = inhibition, actives largely listed as inhibitors; hit rate 1.1% among 580,000; also: potency is read from the fitted curve at half-maximal effect; % is scaled to controls: 0 for no effect and ±100 for the full control effect
# Target sequence (P18054 whole entry, looked up): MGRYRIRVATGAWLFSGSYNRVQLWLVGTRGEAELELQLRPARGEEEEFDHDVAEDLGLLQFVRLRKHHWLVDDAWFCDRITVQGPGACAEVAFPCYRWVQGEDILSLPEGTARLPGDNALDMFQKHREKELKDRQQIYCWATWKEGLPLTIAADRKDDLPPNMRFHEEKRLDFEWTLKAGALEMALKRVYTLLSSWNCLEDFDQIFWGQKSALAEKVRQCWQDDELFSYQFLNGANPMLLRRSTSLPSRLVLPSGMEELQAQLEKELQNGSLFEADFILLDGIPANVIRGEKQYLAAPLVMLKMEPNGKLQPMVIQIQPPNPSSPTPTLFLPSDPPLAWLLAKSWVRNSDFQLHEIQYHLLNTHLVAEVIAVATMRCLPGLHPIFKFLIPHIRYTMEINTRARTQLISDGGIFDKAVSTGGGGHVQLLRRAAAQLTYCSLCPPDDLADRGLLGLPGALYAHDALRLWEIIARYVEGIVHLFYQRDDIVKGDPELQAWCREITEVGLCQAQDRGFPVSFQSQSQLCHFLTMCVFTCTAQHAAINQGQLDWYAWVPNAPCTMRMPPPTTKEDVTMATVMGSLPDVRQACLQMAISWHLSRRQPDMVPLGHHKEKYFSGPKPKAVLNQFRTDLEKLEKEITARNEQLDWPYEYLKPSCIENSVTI
#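 Purified human 12hLO at 150 nM in 25 mM Hepes, 0.01% Triton X-100, pH 7.0, preincubated 15 min at room temperature with compound. Reaction started with 40 uM arachidonic acid, 30 min at room temperature. Hydroperoxide measured by Fe-xylenol orange, 573/405 nm absorbance ratio.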
# PI4K2A inh: qHTS for small molecular inhibitors of PI4K2A. hit rate 0.13% among 420,000. activity change, negative = inhibition, % at 76.9 µM. AID 1346378, 2018. Phosphatidylinositol 4-kinase type 2-alpha (Homo sapiens), Q9BTU6. purified PI4K2A, ADP-Glo luminescence, 1 h; stronger effect = lower value; in the data active = activity change below about -50%; inconclusive = mostly about -30% to -49%;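 also: -100% = wells without enzyme as full effect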
#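 ADP-Glo luminescence measured ADP generated by PI4K2A enzyme (4 ug/mL before mixing) with 1.2 mM PI substrate (pre-mix) and 300 microM ATP (pre-mix). Tris pH7.5 buffer with MgCl2, Triton X-100; 1 h reaction at ambient temperature.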
# Active calls of the source: *; u = inconclusive; x = not tested or not shown; [ ] = remark or other dose. Unless noted, calls follow the shape of the dose curve; as a rule, active = well fitted curve in the direction sought with a large enough effect; inconclusive = small, poorly fitted or top-dose-only effect, or another doubt; inactive = no such curve, though single readings can be large; an effect the other way counts as inactive or inconclusive.
HP1b chromo inh,GLS inh,JMJD2A Tudor,G9a block,ERG Ets-DNA blk,RGS4 inhibitor,BAZ2B block,12-LOX inh,PI4K2A inh,compound
-9%,-13%,-18%,-29%,6%,13%,-25%,50%[activator],-2,CC(C)C(C(=O)NCc1ccco1)N(Cc1ccco1)C(=O)CNS(=O)(=O)c1ccc(F)cc1 (stereo unspecified)
26%,-8%,-1%,u,1%,-45%,0%,-53%,11,COC(=O)c1c(NC(=O)COc2ccc(C(C)C)cc2)sc2c1CCCC2
44%[activator],11%,35µM*,u,8%,-18%,22%,u,1,COCCn1c(-c2ccccc2F)n[nH]c1=S
30%,-1%,-15%,-38%,-10%,-1%,-3%,2%,0,CCOc1cccc(CN2CCN(Cc3ccc(C)o3)C(CCO)C2)c1O (stereo unspecified)
36%[activator],1%,-2%,-7%[59 µM],-1%,-6%,1%,6%,-4,CN(CCO)C(=O)c1cccc2c1-c1ccccc1C2=O
16%,17%,-6%[11.4 µM],3%,3%,18%[11.4 µM],3%,0%,-3,CSc1nc(C)c(C(=O)C[n+]2ccccc2C)cc1C#N
5%,4%,-23%,7.9µM*,1%[15.4 µM],-48%,-6%,0%,-2,O=C(COC(=O)c1ccccc1OC(F)F)Nc1ccc(N2CCCCC2)cc1
72%[activator],5%,-6%,22%[59 µM],x,-18%,16%,3%,-1,COc1ccccc1NC(=O)c1c(NC(=O)c2ccco2)sc2c1CCC2
24%,-2%,-10%,-13%,5%,-8%,-3%,4%,-1,O=C(Nc1ccc(CN2CCOCC2)cc1)c1cccc(F)c1
7%,22%,-25%,-34%[59 µM],-3%,38%,-10%,-23%,0,Cc1ccccc1NC(=O)c1c(C)oc2ccc(O)c(CN3CCN(C)CC3)c12
21%,-6%,-14%,x,2%,-34%,x,-1%,3,CC1CCCCC12NC(=O)N(CC(=O)OCc1c(F)cccc1Cl)C2=O (stereo unspecified)
17%,2%,-5%,27%[59 µM],5%,21%,10%,u,3,COC(=O)c1sc(N2C(=O)c3oc4ccccc4c(=O)c3C2c2ccc(O)cc2)nc1C (stereo unspecified)
35%,-1%,-6%,3%[12.7 µM],0%,2%,1%,-6%,4,Cc1cc(Br)ccc1NC(=O)CCN1C(=O)c2ccncc2C1=O
-15%,-1%,-19%,-4%,0%,-22%,-13%,-7%,7,COc1ccc(NC(=O)CSc2ncnc3sc(C)cc23)cc1
29%,-9%,-14%,13%,14%,-10%,-10%,-9%,7,O=C(NCc1ccccc1Cl)c1ccc(CS(=O)(=O)c2ccccc2)o1

# Part of the list above, tab-delimited:
structure	HP1b chromo inh	GLS inh	JMJD2A Tudor	G9a block	ERG Ets-DNA blk	RGS4 inhibitor	BAZ2B block	12-LOX inh	PI4K2A inh
CN(CCO)C(=O)c1cccc2c1-c1ccccc1C2=O	36%[activator]	1%	-2%	-7%[59 µM]	-1%	-6%	1%	6%	-4
CCOc1cccc(CN2CCN(Cc3ccc(C)o3)C(CCO)C2)c1O (stereo unspecified)	30%	-1%	-15%	-38%	-10%	-1%	-3%	2%	0

# Later entries
HP1b chromo inh,GLS inh,JMJD2A Tudor,G9a block,ERG Ets-DNA blk,RGS4 inhibitor,BAZ2B block,12-LOX inh,PI4K2A inh,compound
19%,24%,-16%,0%[59 µM],1%,-20%,-5%,-3%,0,Cc1cccc(NC(=O)Cn2nc(N3CCN(c4ccccc4)CC3)ccc2=O)c1C
-18%,-3%,-30%,u,-14%,-23%,-6%,12%,-1,CCOC(=O)CSc1nc2c(sc(=S)n2CCc2ccccc2)c(=O)n1Cc1ccco1
19%,0%,-21%,-14%[59 µM],3%,10%,-27%,12%,4,CC(C(=O)N(C1CC1)C1(C(=O)Nc2ccccc2)CCCC1)N1C(=O)c2ccccc2C1=O (stereo unspecified)
28%,-6%,-11%,9%[12.7 µM],3%,13%,-5%,1%,3,CCCN(CC(=O)Nc1ccc(F)c(F)c1F)C(=O)c1ccc(N2CCCC2=O)cc1
7%,2%,u,2%[59 µM],-1%,21%,-11%,-30%,-1,COc1cc(NC(=O)CSc2nc3nc(C)c(Cc4ccccc4Cl)c(C)n3n2)cc(OC)c1
-4%,-10%,-10%,u,12%,4%,3%,9%,4,Cc1ccc(C(=O)Nc2cc(C)nn2CCC#N)cc1
36%,1%,-4%,5%[59 µM],9%,-5%,0%,1%,0,CCOC(=O)c1ccc(NC(=O)NCc2ccn(CC)n2)cc1
21%,2%,-22%,x,32%[activator],3%,x,0%,1,COc1ccc2c(c1)O/C(=C\c1ccccc1O)C2=O
52%,10%,7%,-18%,5%,-7%,4%,8%,2,COCCn1c(Cc2ccccc2)nnc1SCC(=O)NC(C)C
7%,-3%,-29%,-2%[12.7 µM],-9%,-5%,u,-23%,-6,CCN(CC)S(=O)(=O)c1ccc(Cl)c(NC(=O)COC(=O)c2ccc([N+](=O)[O-])o2)c1
33%,-4%,-16%,22%[0.0925 µM],3%,-5%,5%,-14%,4,CCOc1ccccc1C(=O)NC(C(=O)Nc1cccnc1)C(C)C (stereo unspecified)
31%,0%,-13%,-3%[59 µM],13%,21%,-2%,10%,6,NS(=O)(=O)c1ccc(CCNC(=O)C2CC(=O)N(Cc3ccccc3Cl)C2)cc1 (stereo unspecified)
19%,-12%,-29%,u,5%,5%,-12%,u,6,CCOC(=O)C1CCN(CC(=O)c2c(C)[nH]c3cc(C)ccc23)CC1
-17%,4%,3%,u,-6%,-25%,1%,-1%,-5,CCN(CC(=O)NCc1ccncc1)S(=O)(=O)c1cc(Cl)ccc1Cl
35%[activator],0%,-5%,x,-5%,-7%,4%,-19%,-1,CCC(C)NC(=O)C1CCCN(S(=O)(=O)c2ccc3c(c2)CC(C)N3C(C)=O)C1 (stereo unspecified)
27%,1%,-21%,u,3%,-24%,u,-15%,-3,CCCN1Cc2cccc(C(=O)Nc3ccc(CN4CCCC4)cc3)c2C1=O
-3%,-9%,u,u,-13%,2%,-33%,u,4,CC(C)(C)C(=O)N1CCN(c2ccc([N+](=O)[O-])c(-n3nc(-c4ccccc4)c4ccccc4c3=O)c2)CC1
55%[activator],0%,0%,x,-8%,-12%,x,-8%,-1,COc1ccc(C(=O)OCC(=O)NCc2cccs2)c(OC)c1OC
32%,3%,-8%,20%[12.7 µM],-7%,6%,1%,-2%,-3,CC1CC(C)CN(C(=O)c2ccc(Br)c(S(=O)(=O)N3CCOCC3)c2)C1 (stereo unspecified)
22%,0%,-1%,23%[59 µM],0%,0%,-3%,-8%,0,c1ccc(-c2cc(N3CCCCC3)ncn2)cc1
108%[activator],6%,54%[activator],58%[activator][59 µM],-3%,26%,33%[activator],-25%,-1,Cc1ccc(CN(C(=O)Nc2cccc(Cl)c2)c2ccccn2)cc1
113%[activator],-10%,17%,93%[activator],-17%,0%,27%,-2%,7,CCn1c(=O)c(C(=O)NCc2ccccc2Cl)c(O)c2ccccc21
47%[activator],2%,-7%,16%,-1%,-23%[56.9 µM],-3%,-21%,-1,Cc1cccc(S(=O)Cc2ccc(C(=O)N3CCOCC3)o2)c1 (stereo unspecified)
-9%,-1%,-32%,u,8%,47%,-34%,-48%,-1,O=[N+]([O-])c1ccc(Cl)cc1NCC1CCCO1 (stereo unspecified)
107%[activator],1%,33%,15%[59 µM],1%,-19%,53%[activator],-25%,-3,CCOc1ccccc1NC(=O)C1CCN(S(=O)(=O)Cc2ccccc2)CC1
-30%,10%,-32%,u,11%,-15%,-25%,u,-9,O=S(=O)(NC(=S)c1ccccc1)c1ccc(Cl)cc1
158%[activator],8%,60%[activator],-18%[2.33 µM],x,-49%,60%[activator],-14%,-2,N#Cc1sc2nc(-c3cccs3)cc(-c3ccccc3)c2c1N
2%,5%,-13%,-35%,5%,9%,-1%,-24%,1,Cc1csc(SCC(=O)NC(=O)c2ccccc2)n1
34%,0%,-4%,12%,6%,20%,-12%,-1%,2,Cc1ccc(N2C(=O)CC(Sc3nc(C)cc(C)n3)C2=O)cc1 (stereo unspecified)
13%,-15%,-7%,0%,5%,-32%,-8%,0%,-1,O=C(COc1cccnc1[N+](=O)[O-])NCCc1ccc(Cl)cc1
139%[activator],7%,68%[activator],111%[activator][59 µM],3%,8%,159%[activator],0%,-9,COc1ccc(Cc2noc(-c3ccc(C)cc3)n2)cc1
9%,8%,-31%,-50%[2.33 µM],5%,-33%,-10%,37%[activator],-3,COc1ccc(S(=O)(=O)n2c(CCN3CCOCC3)nc3ccccc32)cc1

# Bioassay records as filed in PubChem.

# An excerpt. The share of hits here may be higher or lower than overall.
